hcGAS inh: blocks human cGAS activity; Q8N884; recombinant h-cGAS, ATP depletion, Kinase-Glo luminescence; inhibition, % at 12.5 µM; actives 0.081% (n = 290,000); AID 1259398;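 note: 0% = vehicle reaction and 100% = reaction without DNA for no activity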
Target sequence (Q8N884 whole entry, looked up): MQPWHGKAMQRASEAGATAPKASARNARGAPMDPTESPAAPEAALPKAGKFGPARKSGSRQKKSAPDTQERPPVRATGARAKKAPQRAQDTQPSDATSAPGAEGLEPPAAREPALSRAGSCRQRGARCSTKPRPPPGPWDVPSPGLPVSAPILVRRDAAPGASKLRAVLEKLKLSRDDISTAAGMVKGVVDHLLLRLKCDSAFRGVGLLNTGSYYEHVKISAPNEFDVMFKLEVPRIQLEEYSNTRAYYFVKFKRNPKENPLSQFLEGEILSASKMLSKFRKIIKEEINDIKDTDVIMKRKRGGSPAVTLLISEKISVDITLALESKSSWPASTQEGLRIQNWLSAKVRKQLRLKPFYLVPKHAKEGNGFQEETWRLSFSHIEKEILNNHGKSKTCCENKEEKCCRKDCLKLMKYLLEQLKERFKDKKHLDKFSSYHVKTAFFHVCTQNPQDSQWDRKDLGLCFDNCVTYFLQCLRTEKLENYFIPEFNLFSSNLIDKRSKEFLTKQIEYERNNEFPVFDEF
mcGAS inh: mouse cGAS inhibition by luminescence; Q8C6L5; recombinant cGAS, Kinase-Glo ATP depletion luminescence; inhibition, % at 12.5 µM; actives 0.15% (n = 160,000);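 note: 0% = negative control wells and 100% = reference inhibitor with no enzyme activity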
NPYLR7 ag: activates Aedes aegypti NPYLR7 receptor; HEK293T NPYLR7/Galpha15, GCaMP6s calcium fluorescence; activation, % at 10 µM; actives 0.15% (n = 270,000); AID 1259423; in the data active = activation above about 40%;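 note: 0% = vehicle and 100% = reference agonist at the receptor; some compounds past the cut are filed as inactive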
* marks the source's active call; other numbers are inactive results; . = no result given; & = joins results of further samples. Cut-off read from the data, not from the text of the source, unless noted: active = inhibition above about 40%; inactive = the rest.

Molecule	NPYLR7 ag	mcGAS inh	hcGAS inh
O=C1NCC2(CCCN(C(=O)Cc3ccc4c(c3)OCO4)C2)O1 (stereo not given)	18.8	.	-7.3
CC(C)C(Nc1ncnc2c1CCNC2)c1nccn1C (stereo not given)	0.9	.	-7.6
COCCN(Cc1nccn1Cc1cccc(Cl)c1)C(=O)C1CCCC1	17.4	-4.5	2.2
CCOC(=NCc1ccccn1)NC(=O)c1ccc(C)cc1	-3.5	-5.4	-8.7
CC(=O)Oc1c(-c2ccc(NC(=O)C3CC3)cc2)c(-c2ccc(F)cc2)nn1-c1cc(C)ccc1C	16.8	-3.7	-7.2
Cc1cccc(CC(=O)N2CCC(n3c(C(F)(F)F)nc4cc(C)ccc43)CC2)c1	3.6	-5.7	-4.6
COc1cccc(-c2cccc(-c3ccc(NC(=O)C(Cl)(Cl)Cl)cc3)n2)c1	3.2	-5.3	-2.2
Cc1ccc(-c2cc(C(F)(F)F)n3ncc(C(=O)Nc4cc(Cl)ccc4C)c3n2)cc1	-7.5	-3.1	-7.0
NC(=O)Cc1ccc(OCC(=O)NCCC2CCCC2)cc1	-7.1	.	-14.7
c1ccc(Oc2ccc(-n3nnnc3N3CCC4(CCCO4)CC3)cc2)cc1	.	-10.5	-4.3
CC(=O)Nc1cccc(NC(=O)CSc2ccc(NC(=O)C(C)C)nn2)c1	-0.6	.	-4.3
COc1cccc(CCNc2c(Cc3ccccc3)c(C)nc3ncnn23)c1	-0.3	-9.9	-6.9
COc1cc(/C=C2\SC(N)=NC2=O)ccc1Oc1ccc(C(F)(F)F)cc1[N+](=O)[O-]	-15.8	-6.6	-4.2
CC(C)CC(=O)Nc1c(-c2ccc(Cl)cc2)nc2ccccn12	-7.5	-4.1	-5.6
CC(C)(C)n1ncc2c(=O)n(NC(=O)C(c3ccccc3)c3ccccc3)cnc21	1.5	.	-4.9
C=CCOC(=O)/C(=C\c1ccc([N+](=O)[O-])cc1)NC(=O)c1ccc(Br)o1	-5.6	.	-6.2
CC1(C)OCC(CNC(=O)NCCc2ccccc2)O1 (stereo not given)	-11.8	-6.5	-3.6
O=C(NC1CCN(c2ccccc2C(=O)N2CCc3ccccc3C2)CC1)c1ccccc1Cl	12.4	-5.8	-2.9
Cc1nc(-c2ccccc2)sc1C(=O)NCCCn1nc(-c2cccs2)ccc1=O	-3.5	.	-4.1
C=CCN(CC(=O)N(CCc1ccc(OC)c(OC)c1)Cc1ccc(C)o1)S(=O)(=O)c1ccc(Cl)cc1	17.2	-4.2	-9.2
CCn1c(C2CCN(C(=O)CN3CCOc4ccccc4C3)CC2)n[nH]c1=O	4.1	-11.5	-6.0
COc1ccc(CNC(=O)c2sc(=O)n(Cc3ccc(C)cc3)c2C)cc1	20.4	.	-5.3
COc1ccc(-c2onc(C)c2C(=O)NCc2ccc(C)o2)cc1	29.9	-6.8	-5.6
Cc1cc(C)c2ccc(/C=C/c3ccccc3N3C(=O)c4ccncc4C3=O)nc2c1O	-0.8	3.2	2.8
CCCN1C(=O)C(c2c(C)[nH]n(-c3ccc(Cl)c(Cl)c3)c2=O)=C([n+]2cccc(CC)c2)C1=O	6.4	-7.2	-1.2
COc1ccc(Br)c(C(=O)NCc2ccc3ccccc3c2-c2ccccc2)c1	1.1	-4.8	-8.3
CCc1nc(C)c(C(=O)N2CC[C@@H](c3sccc3C)[C@H](O)C2)o1	6.6	.	-8.1
CCCCCOc1ccc(C(=O)NCCN2CCCCC2)cc1OCCCCC	-10.1	-4.3	-2.7
COc1ccc(CCNC(=O)c2c(C)noc2-c2cccs2)cc1OC	6.6	-9.9	-5.8
C=CCN1C(=O)NC(c2cccc(Cl)c2)C2=C1CN(CC(=O)N1CCCC(C(=O)OCC)C1)C2=O (stereo not given)	-0.1	-5.7	-9.2
CC(=O)N1N=C(c2ccccc2Cl)OC1C(=O)NCCSCc1ccccc1 (stereo not given)	7.1	.	-14.4
O=C(CC1c2ccccc2CCc2ccccc21)N1CCCC1c1nccs1 (stereo not given)	2.7	.	-9.6
Cc1cccc(CNC(=O)c2sc(=O)n(Cc3ccccc3F)c2C)c1	12.5	.	-9.9
CCc1ocnc1C(=O)N(C)CC1Cc2ccccc2CN1C (stereo not given)	-1.6	.	-7.5
Cc1ccc2oc(C(=O)Nc3ccc(N4CCCC4=O)c(C)c3)cc(=O)c2c1	3.7	.	-9.8
Fc1ccc(OC2CCCN(Cc3cc4n(n3)CCNC4)C2)cc1 (stereo not given)	20.9	.	-3.3
CO[C@H]1CN(Cc2c(C)ccc3ncccc23)CC[C@H]1N	9.0	.	-3.3
C=CCn1c(C)c(C)n2c3c(=O)n(Cc4ccc(C)cc4)c(=O)n(C)c3nc12	-1.5	.	-6.1
CN(C)S(=O)(=O)c1cccc(COc2ccccc2C(F)(F)F)c1	4.2	.	-13.3
CCOC(=O)N1CCN(C(=O)CC(c2cccc(C(F)(F)F)c2)c2c[nH]c3c(CC)cccc23)CC1 (stereo not given)	-0.6	-5.3	-3.4
COc1cc(C=C2C(=O)Nc3ccc(Cl)cc32)cc(Cl)c1OC	9.2	-4.8	-7.1
CN1CCC(CNC(=O)CCC(=O)Nc2ccc3c(c2)CCC3)C1 (stereo not given)	-0.1	.	0.7
CC(C)(C)NC(=O)CNC(=O)c1cccc2ccccc12	-7.6	.	-6.9
CC(=O)c1c(C)[nH]c(C(=O)N2CCN(Cc3ccccc3F)CC2)c1C	13.9	-4.8	-6.8
CCCCCN(CC(=O)Nc1cc(-c2ccccc2)nn1-c1ccc(F)cc1)C(=O)c1cccc(OC)c1	.	-5.9	-3.8
Cn1nc2c(c1NC(=O)c1cc(C(F)(F)F)cc(C(F)(F)F)c1)CCC2	5.0	.	-5.6
Cc1ccc2oc3c(c(=O)c2c1)C(c1cccnc1)N(c1cc(C)on1)C3=O (stereo not given)	5.2	.	-4.4
Cc1noc(-c2ccncc2)c1C(=O)NCCc1cccs1	17.5	-5.5	-5.4
Cc1cc(=O)n(CC(=O)Nc2ccc(-c3ccc(N4CCCC4)nn3)cc2)cn1	-2.1	-9.5	-3.7
COc1ccc(-c2cc(C(=O)N3CCCC3)c(C)n2-c2ccc(C)cc2)cc1	-3.2	-5.4	-5.3

Later entries.
Molecule	NPYLR7 ag	mcGAS inh	hcGAS inh
COc1cc(Nc2ncc3c(n2)CCN(C(=O)Nc2cccc(F)c2)C3)cc(OC)c1OC	-10.1	1.0	-3.8
CN(C)CCN(C(=O)c1ccc(Br)s1)c1nc2cc3c(cc2s1)OCCO3	-5.0	-5.2	-6.2
O=C1NC2(CCN(C(=O)/C=C/c3ccccc3)CC2)Nc2cc(F)c(F)cc21	-1.6	-4.8	-6.6
COc1c(C)cnc(CN2CCC(NC(=O)OC(C)(C)C)CC2)c1C	-3.3	-4.7	-2.2
Cc1ccc(NC2=CC(=O)N(C)C2=O)cc1	2.7	.	2.0
CC(C)(C)OC(=O)N1CCC(NC(=O)C2CCCc3ccn(CCOc4ccccc4)c32)CC1 (stereo not given)	25.1	.	-4.5
Cc1ccc(S(=O)(=O)N2CCN(CC(=O)n3nc4ccccn4c3=O)CC2)cc1	1.0	.	-4.1
COc1cc(/C=C2N=C(/C=C/c3ccccc3)OC/2=O)cc(OC)c1OC	-1.0	.	-2.2
O=C(Nc1nc(-c2ccccc2)ns1)NC1CCN(Cc2ccncc2)CC1	0.0	-11.1	-5.6
COc1ccc(-c2nnc3ccc(OCCNS(=O)(=O)c4ccccc4)nn23)cc1	-2.6	-9.8	-5.5
CC(C)CCN(Cc1c(-c2ccccc2F)noc1N1CCOCC1)C(=S)Nc1ccc(F)cc1	14.0	-6.8	-4.6
Cc1cc(Sc2nc(C)c(CC(N)=O)s2)nc(C)n1	17.3	-16.0	-7.6
c1ncc(Cc2nc(C3CCOC3)nn2CC2CCCCC2)[nH]1 (stereo not given)	.	-4.7	-2.4
Oc1cccc2ccc(/C=C/c3ccccc3OC(F)F)nc12	-3.8	-16.5	-6.0
COc1ccc(/C=C2\C=C(c3ccccc3)N(c3ccc(Cl)cc3Cl)C2=O)cc1	9.4	-3.6	-4.9
NCc1cccc(/C=C/c2ccccc2)c1	4.0	.	-4.6
C=CCNC(=O)c1ccccc1N1CCC(NC(=O)c2cccc(Cl)c2)CC1	-1.5	-5.7	-4.8
Cc1cccc(COC(CN2CCN(C(=O)c3sccc3C)CC2)c2ccc(Cl)cc2)c1 (stereo not given)	-5.1	-6.9	-8.3
Cc1nn(-c2ccc(Cl)c(Cl)c2)c(C)c1C(=O)O	4.5	-4.9	-2.6
Cc1cccn2c(=O)c(C=C3SC(=S)N(CC(C)C)C3=O)c(NCc3ccco3)nc12	25.0	-9.3	-12.7
CCSc1nc2ccc(-n3cnnc3)cc2o1	0.2	.	4.3
O=C1N/C(=C/C(=O)N2CCC3(CCNC3=O)CC2)c2ccccc21	6.8	.	1.3
CC1CCN(C(=O)Nc2cccc([N+](=O)[O-])c2)CC1	0.5	.	-0.7
Cc1cc(NC(=O)c2ccc(S(=O)(=O)N(C)C3CCCCC3)cc2)n(C)n1	0.5	.	-7.6
CCCNC(=O)N1CCc2cc(OC)c(OC)cc2C1C(CC)NC(=O)c1cccc(Cl)c1 (stereo not given)	1.7	-3.6	1.1
COc1ccc(CCN(C)C(=O)c2ccc(C(F)(F)F)c(F)c2)cc1OC	-11.7	.	-3.3
Cc1c(N=Cc2c3ccccc3cc3ccccc23)c(=O)n(-c2ccccc2)n1C	-2.0	-4.5	-2.9
CCN(CC)c1onc(-c2ccccc2)c1CN(CC1CC1)C(=O)Cc1ccccc1	-4.8	0.1	-0.4
C1=CCC(c2nc(Cc3cccnc3)no2)CC1 (stereo not given)	-1.9	.	-8.7
Cc1cn2c3c(=O)n(C)c(=O)n(C)c3nc2n1CCN1CCC(Cc2ccccc2)CC1	1.6	.	-3.9
O=C(CSc1nnc(-c2ccncc2)n1-c1cccc(C(F)(F)F)c1)OCc1ccccc1	-4.9	0.2	4.8
O=C(CCCn1ncn2c(cc3occc32)c1=O)NC1CCCC1	1.2	-2.4	-5.7
O=C(Cn1nnnc1CN1CCCC1)NCCC1=CCCCC1	-2.6	-5.7	-5.5
CCc1csc(CNC(=O)c2ccc(N(C)C3CCOC3)nc2)n1 (stereo not given)	10.0	.	-10.9
O=C1NCCN(C2CCCC2)C1CC(=O)N1CCN(C(=O)c2cccs2)CC1 (stereo not given)	2.5	-10.4	-8.5
Cc1cc(C(=O)Nc2cccc(-c3cccc(-c4ccc(F)cc4)n3)c2)nn1C(C)(C)C	23.6	-4.2	-7.3
CCC(C)NC(=O)C1CSCN1C(=O)c1ccc(OCC(F)(F)F)nc1 (stereo not given)	4.5	.	-4.6
Cc1cc(C)c(S(=O)(=O)Nc2ccccc2C(=O)NCCc2ccc(F)cc2)c(C)c1	-1.5	-3.1	1.8
CCN(Cc1ccc(Br)s1)C(=O)C(C)n1c(=O)oc2ccccc21 (stereo not given)	5.5	.	-9.5
O=C1CN(/N=C\c2ccc(-c3ccc(Cl)c(Cl)c3)o2)C(=O)N1	-22.0	.	4.3
COc1ccc(-c2nc(CN(C)Cc3ccon3)c(C)o2)c(F)c1	1.6	-10.8	-8.3
CN(Cc1ccccc1)S(=O)(=O)c1cccs1	-2.7	-2.3	-4.6
COC(=O)C(OC(=O)c1cccc(CS(C)(=O)=O)c1)c1ccccc1 (stereo not given)	-0.3	.	-1.8
CCCN(CC(=O)N(Cc1cccn1Cc1ccc(Br)cc1)C1CCCCC1)S(=O)(=O)c1ccc(NC(C)=O)cc1	26.0	-5.4	-0.6
Cc1cc(C)cc(N(Cc2cc(=O)n3ccccc3n2)C2=NC3CS(=O)(=O)CC3S2)c1 (stereo not given)	5.2	-5.0	-10.8
COc1cc(C)nc(NS(=O)(=O)c2ccc(C)cc2)n1	1.1	-5.4	-2.2
N#CC(NC(=O)Cc1cccs1)c1cccc(Br)c1 (stereo not given)	1.3	.	2.3
COc1ccc2c(c1)c(CC(=O)O)c(C)n2C(=O)c1ccc(Cl)cc1	-10.0&-4.5&-0.7&2.9	-4.1&-3.6	-2.9&3.0&-0.9&-3.6
CN1c2ccccc2-c2nc3ccccc3n2C1c1ccncc1 (stereo not given)	2.7	.	-8.1
CN(C)c1ccc(C2=NOC(CN(Cc3cccc(C(F)(F)F)c3)C(=O)c3ccco3)C2)cc1 (stereo not given)	2.1	-8.5	-6.1

Looked up above.
hcGAS inh, CCC(C)NC(=O)C1CSCN1C(=O)c1ccc(OCC(F)(F)F)nc1 (stereo not given) : -4.6
hcGAS inh, COC(=O)C(OC(=O)c1cccc(CS(C)(=O)=O)c1)c1ccccc1 (stereo not given) : -1.8

Next part
Molecule	NPYLR7 ag	mcGAS inh	hcGAS inh
COCCCN(Cc1ccccc1C(=O)OC)Cc1cccn1Cc1cccc(C(F)(F)F)c1	9.5	-8.4	-3.5
O=C(CC(c1cccc(Cl)c1)c1ccccc1O)N1CCC(CO)CC1 (stereo not given)	22.0	.	-7.7
Cn1ccc2c(-c3cc(N4CCCCC4)ncn3)ccnc21	-6.7	.	5.4
CCCc1ccc(C(=O)N2CCCC(N(C)C)CC2)cc1 (stereo not given)	13.5	.	-5.1

Entries of single compounds, quoted from the list. Order of values: NPYLR7 ag | mcGAS inh | hcGAS inh
CCCc1ccc(C(=O)N2CCCC(N(C)C)CC2)cc1 (stereo not given) reads 13.5 | . | -5.1
COCCCN(Cc1ccccc1C(=O)OC)Cc1cccn1Cc1cccc(C(F)(F)F)c1 reads 9.5 | -8.4 | -3.5
Cn1ccc2c(-c3cc(N4CCCCC4)ncn3)ccnc21 reads -6.7 | . | 5.4
